ERAP1 HTS inh – ERAP1 (human) enzyme inhibition | Q9NZ08 | recombinant ERAP1, Leu-AMC fluorescence, 60 min | inhibition, % at 10.7 µM | actives 0.15% (n = 340,000) | AID 652197;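 active = mean replicate inhibition of at least 30%, or all replicates individually reaching that 30% level; inactive = mean below 30% and not every replicate reaching it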;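 also: 0% = neutral control wells and 100% = L-leucinethiol positive control wells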
RAD52 inh – blocks human RAD52 DNA annealing. P43351. recombinant RAD52 DNA annealing, FRET fluorescence. inhibition, % at 18.7 µM. actives 0.46% (n = 360,000);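 active = every replicate showing at least 50% inhibition; inconclusive = mean inhibition at least 50% but not in every replicate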
ERp5 inh – inhibitors of human ERp5 | inhibition, % at 9.99 µM | actives 0.05% (n = 350,000) | ERp5 insulin aggregation, absorbance 650 nm, 90 min;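 active = mean replicate inhibition above about 25%, with every replicate also reaching it, limit read from the data, passing the limit was not always enough; inconclusive = only one of those two criteria met; inactive = neither criterion met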
XiGFP reactiv – activators of X-chromosome reactivation in mouse fibroblasts; XiGFP mouse fibroblasts, % GFP-positive cells imaging, 3 d; cells co-treated with 5-aza-dC sensitizer; scaled so ellipticine positive control = 100%; activation, % at 7.58 µM; actives 0.055% (n = 360,000); AID 743238;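 active = mean normalized replicate activation at least 10% and every replicate at or above 10%; inconclusive = only one of the two criteria met; inactive = mean below 10% and not all replicates reach 10%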;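 also: 0% = median of on-plate neutral control wells and 100% = ellipticine 6 µM median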
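assay system = SV40-immortalized XiGFP fibroblast cells, line 68-5-11 | buffer or medium = DMEM plus 5-aza-dC sensitizer | doses = single-point pinned compound dosing | times = 3-day compound exposure, then 15 min fixation at room temperature | benchmarks = positive control ellipticine, 6 µM final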
S100A4 inh HTS – inhibitors of human S100A4 binding to myosin IIA peptide | S100A4/TAMRA-MyoIIA peptide fluorescence polarization | P26447 | inhibition, % at 10.7 µM | actives 0.14% (n = 360,000);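 active = mean inhibition of at least 70% across replicates, with every replicate also reaching that level; inconclusive = mean inhibition reaches 70% but some replicates fall short; inactive = mean inhibition below 70%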
Target sequence (P26447 whole entry, looked up): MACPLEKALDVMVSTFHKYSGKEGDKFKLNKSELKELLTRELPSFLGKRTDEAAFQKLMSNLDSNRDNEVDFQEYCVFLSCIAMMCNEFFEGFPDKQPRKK
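incubation = readout 5 min after mixing, signal stable up to 60 min | system = S100A4 monomer protein | buffer or medium = HEPES pH 7.2 with CaCl2, KCl, NaCl, DTT, Triton | benchmarks = neutral control DMSO, positive control TFP | also added = fluorescent myosin IIA peptide, 5 nM | compound dosing = one concentration per compound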
RAD54 branch – inhibitors of human RAD54 branch migration | RAD54 Holliday junction branch migration, FAM/BHQ fluorescence | inhibition, % at 10.4 µM | actives 0.14% (n = 360,000);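 active = mean normalized replicate activity at least 40 and at least half of replicates scoring 40 or more; inconclusive = only one of the two criteria met; inactive = mean below 40 and under half of replicates reaching 40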;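 also: 0% = median of neutral control wells and 100% = median of positive control wells; inhibitors cause a drop in the FAM fluorescence signal; in these data hits start at about 50%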
Target sequence (Q92698 whole entry, looked up): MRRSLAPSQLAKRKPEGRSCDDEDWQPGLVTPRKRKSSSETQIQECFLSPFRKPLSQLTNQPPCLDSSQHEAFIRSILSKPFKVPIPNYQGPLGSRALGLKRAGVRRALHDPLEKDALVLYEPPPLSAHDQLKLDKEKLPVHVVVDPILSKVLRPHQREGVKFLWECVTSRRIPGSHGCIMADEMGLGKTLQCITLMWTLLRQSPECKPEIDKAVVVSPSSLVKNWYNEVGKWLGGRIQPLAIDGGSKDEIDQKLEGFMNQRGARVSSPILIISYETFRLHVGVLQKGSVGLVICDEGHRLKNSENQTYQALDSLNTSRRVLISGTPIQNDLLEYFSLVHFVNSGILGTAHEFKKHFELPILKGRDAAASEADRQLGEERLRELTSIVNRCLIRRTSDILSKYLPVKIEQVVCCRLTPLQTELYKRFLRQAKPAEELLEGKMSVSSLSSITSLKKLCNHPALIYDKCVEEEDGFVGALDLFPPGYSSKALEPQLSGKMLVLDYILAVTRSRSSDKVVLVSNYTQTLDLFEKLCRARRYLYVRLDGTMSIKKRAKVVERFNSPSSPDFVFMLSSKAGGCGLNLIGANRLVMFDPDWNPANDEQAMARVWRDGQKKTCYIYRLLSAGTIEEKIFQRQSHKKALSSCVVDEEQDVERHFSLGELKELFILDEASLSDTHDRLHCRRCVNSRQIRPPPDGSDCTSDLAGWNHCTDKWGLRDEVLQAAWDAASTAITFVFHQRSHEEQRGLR
E-sel inducer – induces E-selectin expression in human endothelial cells; activation, % at 7.58 µM; HUVEC E-selectin immunofluorescence imaging; normalized: neutral wells 0, TNF-alpha wells 100; actives 0.37% (n = 260,000); P16581;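 active = mean E-selectin-positive cell signal at least 10% of the positive control, reached in at least 60% of replicates, without over 20% cell loss; inconclusive = no rule given, readout overlaps actives, possibly toxicity-flagged; inactive = the rest, including those meeting only one limit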;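 also: in these data hits start at about 27%; measured in HUVEC primary endothelial cells; signal is the percent of cells scored E-selectin positive by PE staining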
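Test system: HUVEC; input: 3,000 HUVEC/well; measured by: immunofluorescence imaging; read-out: % PE-positive cells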
esBAF inh – inhibitors of esBAF chromatin remodeling in mouse ES cells. Bmi1-luciferase knock-in reporter, 24 h; 100% = twice the neutral-well signal. AID 602393. actives 2% (n = 350,000). reporter increase, % at 12.5 µM; in the data active = activation above about 40%; inconclusive = no clear call, values can overlap the other calls;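 also: 0% = median of the plate's neutral control wells and 100% = double that signal; a rise in the Bmi1 reporter signal indicates esBAF inhibition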
Starred values were filed as active, the others as inactive; u = inconclusive; x = not tested or not shown.

SMILES | ERAP1 HTS inh | RAD52 inh | ERp5 inh | XiGFP reactiv | S100A4 inh HTS | RAD54 branch | E-sel inducer | esBAF inh
Cn1nccc1-c1coc2c(C(=O)NCC3CCOCC3)cccc12 | 0 | -9 | 4 | 0.4 | -36 | -1 | -0.4 | -1
C[C@@H]1CN([C@@H](C)CO)C(=O)c2cccc(NS(=O)(=O)c3ccccc3)c2O[C@@H]1CN(C)C | 1 | 11 | 0 | 0.2 | 23 | 5 | -14 | -3
CNC(=O)c1c(Cl)cnn1-c1ccc(F)cc1 | 1 | -6 | -10 | 0.0 | 2 | x | x | 13
CN(C)C1CN(Cc2cn(Cc3ccc(F)cc3)nn2)S(=O)(=O)C1 (configuration not stated) | -2 | -8 | -16 | 0.1 | -4 | x | -0.1 | x
CCCCC[n+]1ccn(C2=C([O-])c3ccccc3C(=O)/C2=N\S(=O)(=O)c2ccc(Cl)cc2)c1 | -4 | -1 | 4 | -0.1 | -7 | x | 11 | x
O=C(C[C@@H]1C=C[C@@H](NS(=O)(=O)c2ccc(F)cc2)[C@H](CO)O1)N1CCN(c2ccccc2)CC1 | -1 | -23 | 3 | -0.6 | -3 | -13 | 0.1 | -6
O=C(NCCc1ccccc1)C(=O)NCC1OCCCN1S(=O)(=O)c1ccc(F)cc1 (configuration not stated) | -1 | -15 | 4 | -0.1 | -5 | 8 | 0.3 | -7
CCCC[C@@H]1CNC(=S)N1CCCc1cc(OC)c(OC)c(OC)c1 | -2 | -11 | 8 | 0.5 | -6 | -1 | 0.1 | -1
CN(NC1OC(=O)c2ccccc21)c1c([N+](=O)[O-])cc(C(F)(F)F)cc1[N+](=O)[O-] (configuration not stated) | 6 | -7 | -2 | 0.3 | -4 | -20 | 0.2 | -6
Cn1c(C=O)c(-c2ccc3cc[nH]c3c2)c2ccccc21 | 0 | -10 | 10 | 0.0 | 0 | -3 | 0.2 | 0
CN(C)CCCNc1nc2cc(-c3ccn[nH]3)sc2c(=O)n1C | -1 | 43 | 1 | 0.1 | 1 | 29 | 0.2 | -6
C[C@H]1CN([C@@H](C)CO)C(=O)c2cc(C3=CCCC3)cnc2O[C@@H]1CN(C)C(=O)c1ccccn1 | 1 | -2 | -1 | -0.9 | -25 | 0 | -0.6 | -8
C/C=C/c1ccc2c(c1)[C@@H]1[C@@H](CCN1S(=O)(=O)c1ccccc1C)[C@H](CO)N2 | -1 | 23 | 5 | 0.1 | -5 | x | -0.4 | x
CC(C)C[C@@H](CN)NC(=O)c1nc[nH]c1C(=O)N[C@@H](CC(C)C)C(=O)CNC[C@H](C)NC(=O)c1nc[nH]c1C(=O)N[C@@H](CC(=O)O)C(=O)O | x | -9 | -2 | 0.0 | -2 | -1 | -0.1 | -8
CCC(=O)N1[C@H](C(=O)NC2CCC2)[C@@H](CO)[C@@H]2Cn3c(ccc(C4=CCCC4)c3=O)[C@@H]21 | 1 | -14 | -2 | 0.0 | -10 | 1 | -0.1 | -3
COc1ccc(N/N=C(\C#N)C(=N)SCc2ccccc2)cc1 | 0 | 0 | -2 | 0.2 | -2 | x | 0.8 | x
O=C(CN1C(=O)c2ccccc2S1(=O)=O)Nc1ncccn1 | 5 | -6 | 2 | -0.1 | -3 | -3 | -0.3 | -4
COc1cc(NC(=O)[C@@H](NC(=O)c2ccco2)C(C)C)c(OC)cc1NC(=O)c1ccccc1 | 2 | -15 | 2 | 0.1 | -10 | 1 | 8.6 | -2
O=C1c2cnc3ncnn3c2CC2c3ccccc3CCN12 (configuration not stated) | -11 | -8 | 1 | 0.0 | -4 | x | x | 2
Cc1ccc(OCC(=O)NC2CCCCCC2)cc1C | -2 | 2 | -8 | -0.1 | -5 | -11 | 0.0 | 39
CCC(=O)Nc1ccc(C(=O)NNC(=O)c2cccc(C)c2)cc1 | -3 | -21 | -5 | 0.0 | 3 | -3 | 0.1 | 1
Cc1cn([C@H]2C[C@H](O)[C@@H](CNC(=O)[C@@H]3CCCN3Cc3ccccc3)O2)c(=O)[nH]c1=O | -3 | -7 | 2 | 0.3 | 10 | -2 | 0.2 | -4
CCCNC(=O)N1[C@@H]2CN(C(=O)c3cccnc3)c3ccccc3[C@@H]2[C@@H]1CO | 4 | 0 | -1 | 0.2 | 2 | -18 | -0.3 | -1
COCCCNC(=O)COc1ccc2oc3c(c2c1)CCCC3 | 1 | -11 | 7 | 0.0 | -5 | 3 | x | 0
CC(C)Oc1ccc(CCNC(=O)C2CCC(=O)N(C3CCCCCC3)C2)cc1 (configuration not stated) | -4 | -7 | -1 | 0.0 | 3 | -2 | 0.0 | -10

Single records, from the list above. Screens in order: ERAP1 HTS inh	RAD52 inh	ERp5 inh	XiGFP reactiv	S100A4 inh HTS	RAD54 branch	E-sel inducer	esBAF inh
Listed for `Cn1c(C=O)c(-c2ccc3cc[nH]c3c2)c2ccccc21` : 0	-10	10	0.0	0	-3	0.2	0
Listed for `CN(NC1OC(=O)c2ccccc21)c1c([N+](=O)[O-])cc(C(F)(F)F)cc1[N+](=O)[O-]` (configuration not stated) : 6	-7	-2	0.3	-4	-20	0.2	-6
Listed for `CC(C)Oc1ccc(CCNC(=O)C2CCC(=O)N(C3CCCCCC3)C2)cc1` (configuration not stated) : -4	-7	-1	0.0	3	-2	0.0	-10
Listed for `C[C@H]1CN([C@@H](C)CO)C(=O)c2cc(C3=CCCC3)cnc2O[C@@H]1CN(C)C(=O)c1ccccn1` : 1	-2	-1	-0.9	-25	0	-0.6	-8
Listed for `CNC(=O)c1c(Cl)cnn1-c1ccc(F)cc1` : 1	-6	-10	0.0	2	x	x	13

Additional compounds:
SMILES | ERAP1 HTS inh | RAD52 inh | ERp5 inh | XiGFP reactiv | S100A4 inh HTS | RAD54 branch | E-sel inducer | esBAF inh
COC(=O)[C@]1(C)N[C@H](CN(C)C(=O)Nc2ccc(F)cc2)[C@@H]2C(=O)N(C)C(=O)[C@@H]21 | 0 | -4 | -3 | -0.1 | -1 | -5 | 0.2 | 3
CN(C)c1ccc(-c2ccnc3c2CC(C)(C(=O)Nc2cccc(OC(F)(F)F)c2)O3)cc1 (configuration not stated) | -2 | -12 | 5 | -0.1 | -1 | 3 | 0.1 | -3
CCCn1c(SCC(=O)NCCc2ccccc2)nnc1C(C)C | x | -3 | 0 | -0.2 | -3 | x | -0.3 | 2
O=S(=O)(c1ccc2c(c1)OCCO2)N1CCN(S(=O)(=O)c2ccccn2)CC1 | 1 | -9 | 1 | -0.3 | 1 | 11 | 0.0 | 4
COc1ccc(N/N=C(/C#N)S(=O)(=O)C(C)(C)C)cc1 | 7 | 1 | 0 | 0.0 | -2 | x | x | x
CS(=O)(=O)N1CC(=O)N2[C@H](CO)[C@H](c3ccc(C#CCc4ccccc4)cc3)[C@@H]2C1 | 7 | 8 | 2 | 0.0 | -2 | x | -0.8 | x
CCCC#Cc1ccc2c(c1)O[C@H](CN(C)Cc1cccnc1)[C@@H](C)CN([C@@H](C)CO)S2(=O)=O | 3 | 18 | -2 | -0.5 | -6 | -4 | 0.0 | 2
Cc1cccc(OCCSc2nncn2C)c1 | 2 | 3 | -7 | 0.0 | -2 | 7 | 0.2 | 25
CCOc1ccc(NC(=O)CSc2nnc(CNC(=O)c3ccco3)o2)cc1 | 6 | -13 | 2 | 0.1 | 0 | x | x | -6
COc1ccc(NC(=O)N(C)C[C@@H]2Oc3cc(C#CCC(C)C)ccc3S(=O)(=O)N([C@@H](C)CO)C[C@@H]2C)cc1 | 1 | 16 | 3 | 0.6 | -7 | 8 | 2.9 | 10
COC(=O)c1ccc(C)c(NC(=O)C(CCSC)NC(=O)c2cc(OC)c(OC)c(OC)c2)c1 (configuration not stated) | 3 | -18 | -1 | 0.3 | -3 | x | -0.1 | x
Cc1nc2ccc(NC(=O)c3ccccc3)cc2c(=O)n1Cc1ccc(F)cc1 | 3 | -16 | -7 | 0.1 | 0 | 4 | -0.1 | 8
CCCCCCCCN1C(=O)[C@@H](CC(=O)N2CCSCC2)C[C@@]2(C(=O)OC)C1=C[C@H](C1CCCC1)O[C@@H]2C | 2 | -12 | -5 | 0.0 | 1 | x | 0.0 | x
C[C@@H]1CN([C@H](C)CO)C(=O)c2cc(NS(=O)(=O)c3ccccc3)ccc2O[C@@H](C)CCCCO[C@@H]1CN(C)CC1CCCCC1 | -1 | 17 | 3 | -0.1 | 19 | 3 | 0.3 | -2
Cc1n[nH]c(=O)c2c(NC(=O)COC(=O)/C=C/c3cccc(C(F)(F)F)c3)oc(C)c12 | 2 | -9 | 1 | 0.1 | 0 | x | x | x
COc1ccccc1NC(=O)N(C)C[C@@H]1Oc2cc(Br)ccc2S(=O)(=O)N([C@H](C)CO)C[C@@H]1C | 0 | 2 | 0 | -0.1 | -1 | -8 | 0.0 | -6
CN1CCN(C(=O)C2=C[C@H](c3ccccc3)C[C@H](OCc3ccc(CO)cc3)O2)CC1 | -1 | -32 | -7 | 0.0 | 1 | -3 | -0.1 | -6
O=C(c1cccc(F)c1)N1CC2(C1)[C@H](c1ccccc1)[C@H](CO)N2C(=O)C1CCOCC1 | 1 | -18 | -1 | 0.1 | 2 | x | -0.3 | x
COc1ccc(NC(=O)N(C)C[C@H]2Oc3ccc(NC(=O)C4CC4)cc3CC(=O)N([C@H](C)CO)C[C@@H]2C)cc1 | 0 | 20 | -1 | 0.6 | 4 | -8 | 1.1 | -1
CC(=NNC(=O)c1ccncc1)c1ccc2ccccc2c1O | 2 | -99 | -1 | -0.1 | 0 | x | 0.7 | x
Cc1c(C(=O)OC(C)C)sc(NC(=O)c2cnccn2)c1C(=O)OC(C)C | -1 | -21 | 11 | 1.0 | 2 | 2 | -0.9 | -4
Cc1cccc(NC(=O)c2cnc3sccn3c2=O)c1C | 2 | -13 | -1 | -0.2 | -6 | -2 | 0.0 | u
C[C@H]1CN([C@@H](C)CO)C(=O)c2c(c3ccccc3n2C)-c2ccccc2CO[C@H]1CN(C)Cc1cccc(C(=O)O)c1 | 0 | -8 | 1 | -0.9 | 15 | 2 | 0.3 | -1
COC(=O)c1c(NC(=O)CSc2nc3ccccc3c(=O)n2Cc2ccco2)sc(C)c1C | -3 | 3 | 2 | 0.0 | 5 | x | 10 | x
CCOc1ccccc1NC(=S)NCc1cccn1C | -1 | 16 | -4 | 0.1 | -2 | x | 0.2 | x
Cc1csc(SCC(=O)NC(=O)c2ccccc2)n1 | 1 | 0 | -2 | 0.0 | 0 | -1 | -0.3 | 6
CO[C@@H]1CN(C)C(=O)c2cc(NC(=O)c3ccccc3F)ccc2OC[C@H](C)N(C)C[C@H]1C | -5 | -5 | 0 | 0.5 | -2 | -1 | 0.1 | 0
O=C(CCCC(=O)c1ccc(F)cc1)c1ccc(F)cc1 | 2 | -4 | -5 | 0.0 | -2 | -5 | 0.5 | 55*
Cc1cccc(N=Nc2c(N)n[nH]c2N)c1 | 4 | -4 | 0 | 0.1 | 0 | 2 | 0.1 | 8

Screening data as filed in PubChem BioAssay.

Outcome played no part in choosing rows (roughly 2.5% active in at least one column).
